High-throughput results from PubChem.
ROS inducer – ROS inducers in U2OS cancer cells, primary screen, cell-based, H2DCF-DA fluorescence. actives 2% (n = 46,000). U2OS ROS induction. ROS induction (% of piperlongumine), % at 10 µM. AID 624156, 2012; in the data active = ROS induction above about 79%, passing the limit was not always enough;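 note: 0% = DMSO vehicle median and 100% = reference compound median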
Active calls of the source: *.

SMILES	ROS inducer
COc1ccc(S(=O)(=O)Nc2ccc3c(c2)C(=O)N([C@H](C)CO)C[C@@H](C)[C@@H](CN(C)C(=O)Nc2cccc4ccccc24)O3)cc1	-4
Cc1ccc(S(=O)(=O)Nc2cccc3c2O[C@@H](CN(C)CC2CCCCC2)[C@H](C)CN([C@@H](C)CO)C3=O)cc1	-7
COc1ccc(Cl)cc1Nc1nc(N)nc(CC(=O)CSc2nc3ccccc3s2)n1	72
Cc1ccc(SC(=O)c2c(C)noc2-c2cc(C)on2)cc1	109*
CC(C)NC(=O)N(C)C[C@H]1Oc2ccc(NC(=O)CCC(F)(F)F)cc2CC(=O)N([C@@H](C)CO)C[C@@H]1C	-6
O=C(Oc1ccccc1OC(=O)c1ccccc1)c1ccccc1	29
C[C@@H]1CN([C@H](C)CO)C(=O)c2cccc(NC(=O)c3ccncc3)c2O[C@@H]1CN(C)C	3
COc1ccc(CCNC(=O)c2cc3ccccc3oc2=O)cc1OC	-2
O=c1[nH]c2ccccc2c(=O)n1CCNCc1ccccc1	-4
CCOC(=O)c1ccc(NC(=O)CC2NCCNC2=O)cc1 (stereo unspecified)	-7
CCOC(=O)c1ccc(Nc2nnc(CSc3nc(C)cc(C)n3)s2)cc1	5
CCOC(=O)c1oc2c(C)c(O)ccc2c(=O)c1-c1nncn1-c1ccccc1	-3
CCOc1ccc(NC(=O)C(C)n2nc(C)c([N+](=O)[O-])c2C)cc1 (stereo unspecified)	5
C[C@H]1CN([C@@H](C)CO)C(=O)Cc2cc(NC(=O)CCC(F)(F)F)ccc2O[C@@H]1CN(C)CC1CC1	-9
C[C@@H]1CCCCO[C@H](CN(C)S(C)(=O)=O)[C@@H](C)CN([C@H](C)CO)C(=O)c2cc(NC(=O)CCC(F)(F)F)ccc2O1	0
CCOC(=O)c1ccc(NC(=O)CSc2nc3sc4c(c3c(=O)n2C)CCCC4)cc1	18
C[C@H]1CN([C@@H](C)CO)C(=O)c2cc(NC(=O)CCC(F)(F)F)ccc2O[C@@H]1CN(C)C(=O)Nc1cccc2ccccc12	17
COc1cc(OC)c(C(=O)NCc2ccccn2)cc1OC	-6
C[C@@H]1CN([C@H](C)CO)C(=O)c2cc(N(C)C)ccc2O[C@@H]1CN(C)C(=O)NC1CCCCC1	-2
CC(C)NC(=O)N(C)C[C@H]1Oc2ccc(NS(=O)(=O)c3cn(C)cn3)cc2CC(=O)N([C@@H](C)CO)C[C@@H]1C	-2
CNC[C@H]1Oc2c(NC(=O)C3CCCCC3)cccc2C(=O)N([C@H](C)CO)C[C@@H]1C	3
C[C@H]1CN([C@@H](C)CO)C(=O)c2cc(NC(=O)CCC(F)(F)F)ccc2O[C@@H]1CN(C)S(=O)(=O)c1ccc(F)cc1	-2
O=C(Nc1ccc(C(F)(F)F)cc1)c1cnc(N2CCN(c3ccccn3)CC2)c2ccccc12	96*
COc1ccc(S(=O)(=O)Nc2cccc3c2O[C@@H](CN(C)Cc2ccncc2)[C@@H](C)CN([C@@H](C)CO)C3=O)cc1	2
C[C@@H]1CN([C@H](C)CO)C(=O)c2cccc(NC(=O)C3CCCCC3)c2O[C@H]1CN(C)Cc1ccc(-c2ccccc2)cc1	5
CC1=C(C(N)=O)C(c2ccco2)C(C#N)=C(SCC(N)=O)N1 (stereo unspecified)	-1
CC(C)NC(=O)N(C)C[C@H]1Oc2c(NC(=O)CCCCCC(=O)Nc3ccccc3N)cccc2C(=O)N([C@H](C)CO)C[C@H]1C	-5
C[C@H]1CN([C@@H](C)CO)C(=O)c2cc(NC(=O)Nc3ccc(C(F)(F)F)cc3)ccc2O[C@H]1CN(C)Cc1ccncc1	1
Cc1ccc(S(=O)(=O)N(C)CC(=O)Nc2ccncc2)cc1	6
C[C@@H]1CN([C@@H](C)CO)C(=O)c2cc(N(C)C)ccc2O[C@H]1CN(C)Cc1ccccc1	12
O=C(CCN1C(=O)C2CC=CCC2C1=O)N1CCN(c2ccccn2)CC1 (stereo unspecified)	-2
C[C@H]1CN([C@@H](C)CO)C(=O)Cc2cc(NC(=O)Nc3cccc4ccccc34)ccc2O[C@@H]1CN(C)Cc1ccc(Cl)c(Cl)c1	31
C[C@@H]1CN([C@@H](C)CO)C(=O)c2cc(NC(=O)Cc3cn(C)c4ccccc34)ccc2O[C@@H]1CN(C)Cc1ccc(Cl)c(Cl)c1	27
Cc1[nH]c2ccccc2c1C(c1ccccc1)N1CCN(C)CC1 (stereo unspecified)	62
Cc1noc(C)c1NC(=O)N(C)C[C@@H]1Oc2ccc(NS(=O)(=O)c3ccc(F)cc3)cc2C(=O)N([C@H](C)CO)C[C@@H]1C	-1
Cc1noc(C)c1NC(=O)N(C)C[C@@H]1Oc2ccc(NC(=O)c3ccncc3)cc2C(=O)N([C@H](C)CO)C[C@H]1C	-9
CCN(Cc1ccccc1)C(=O)Cn1cc2c(n1)-c1c(oc(C(=O)N3CCCC3)c1C)CC2	-2
C[C@@H]1CN([C@H](C)CO)C(=O)c2cccc(NC(=O)C3CC3)c2O[C@H]1CN(C)S(=O)(=O)c1cn(C)cn1	-11
COc1ccc(NC(=O)c2ccco2)cc1NC(=O)C(C)Oc1ccc(Cl)cc1Cl (stereo unspecified)	33
C[C@H]1CN([C@@H](C)CO)C(=O)Cc2cc(NC(=O)CCCCCC(=O)Nc3ccccc3N)ccc2O[C@@H]1CN(C)C(=O)Nc1cccc2ccccc12	-9

A run of entries of the results above:
SMILES	ROS inducer
COc1ccc(S(=O)(=O)Nc2ccc3c(c2)C(=O)N([C@H](C)CO)C[C@@H](C)[C@@H](CN(C)C(=O)Nc2cccc4ccccc24)O3)cc1	-4
Cc1ccc(S(=O)(=O)Nc2cccc3c2O[C@@H](CN(C)CC2CCCCC2)[C@H](C)CN([C@@H](C)CO)C3=O)cc1	-7
COc1ccc(Cl)cc1Nc1nc(N)nc(CC(=O)CSc2nc3ccccc3s2)n1	72
Cc1ccc(SC(=O)c2c(C)noc2-c2cc(C)on2)cc1	109*
CC(C)NC(=O)N(C)C[C@H]1Oc2ccc(NC(=O)CCC(F)(F)F)cc2CC(=O)N([C@@H](C)CO)C[C@@H]1C	-6
O=C(Oc1ccccc1OC(=O)c1ccccc1)c1ccccc1	29
C[C@@H]1CN([C@H](C)CO)C(=O)c2cccc(NC(=O)c3ccncc3)c2O[C@@H]1CN(C)C	3
COc1ccc(CCNC(=O)c2cc3ccccc3oc2=O)cc1OC	-2
O=c1[nH]c2ccccc2c(=O)n1CCNCc1ccccc1	-4
CCOC(=O)c1ccc(NC(=O)CC2NCCNC2=O)cc1 (stereo unspecified)	-7
CCOC(=O)c1ccc(Nc2nnc(CSc3nc(C)cc(C)n3)s2)cc1	5

The list continues.
SMILES	ROS inducer
C[C@H](CO)N1C[C@H](C)[C@@H](CN(C)CC2CCCCC2)Oc2ccc(NC(=O)NC3CCCCC3)cc2C1=O	2
CCOC(=O)Cn1c(C)c(Sc2ccccc2)c2ccccc21	4
C[C@H]1CN([C@@H](C)CO)C(=O)Cc2cc(NC(=O)Cn3cnnn3)ccc2O[C@@H]1CN(C)CC1CC1	1
CC(C)NC(=O)N(C)C[C@@H]1Oc2ccc(NC(=O)C3CCCCC3)cc2CC(=O)N([C@H](C)CO)C[C@H]1C	-9
Cc1ccc(S(=O)(=O)N(C)C[C@@H]2Oc3c(NC(=O)Nc4c(C)noc4C)cccc3C(=O)N([C@H](C)CO)C[C@H]2C)cc1	-4
C[C@H]1CN([C@@H](C)CO)C(=O)Cc2cc(NC(=O)NC3CCCCC3)ccc2O[C@@H]1CN(C)Cc1ccc(Cl)c(Cl)c1	18
O=C1CC(c2ccccc2)=NN1	-13
O=C1CCN(S(=O)(=O)c2cccc(S(=O)(=O)c3ccc(Cl)cc3)c2)C2CCCCC12 (stereo unspecified)	-6
C[C@@H]1CN([C@@H](C)CO)C(=O)c2cc(NC(=O)Cn3cnnn3)ccc2O[C@H]1CN(C)Cc1ccc(Cl)c(Cl)c1	7
C[C@@H]1CN([C@@H](C)CO)C(=O)Cc2cc(NS(C)(=O)=O)ccc2O[C@@H]1CN(C)C(=O)Nc1cccc2ccccc12	-1
COc1ccc(S(=O)(=O)Nc2cccc3c2O[C@H](CN(C)Cc2ccc(C(=O)O)cc2)[C@@H](C)CN([C@H](C)CO)C3=O)cc1	6
Cc1oc2ccccc2c1CNC(N)=O	-2
Cc1noc(C)c1NC(=O)N(C)C[C@@H]1Oc2ccc(NS(=O)(=O)c3ccc(Cl)cc3)cc2C(=O)N([C@H](C)CO)C[C@@H]1C	10
C[C@@H]1CCCCO[C@H](CN(C)Cc2ccccc2)[C@@H](C)CN([C@H](C)CO)C(=O)c2cc(NS(=O)(=O)c3cn(C)cn3)ccc2O1	12
CC(C)NC(=O)N(C)C[C@H]1Oc2ccc(NS(=O)(=O)c3ccc(F)cc3)cc2CC(=O)N([C@H](C)CO)C[C@H]1C	-2
COc1ccc(CN(C)C[C@H]2Oc3ccc(NC(=O)Nc4c(C)noc4C)cc3CC(=O)N([C@H](C)CO)C[C@H]2C)cc1	7
O=C(CSc1nc(N2CCCCC2)nc(N2CCCCC2)n1)Nc1ccc(F)cc1	-14
C[C@@H]1CN([C@H](C)CO)C(=O)c2cc(NS(C)(=O)=O)ccc2O[C@@H]1CN(C)Cc1ccccc1	-10
NNC(=O)CN1C(c2ccc(Cl)cc2)=Nc2ccc(Cl)cc2C1c1ccccc1 (stereo unspecified)	-3
C[C@@H]1CN([C@H](C)CO)C(=O)Cc2cc(NC(=O)c3ccncc3)ccc2O[C@@H]1CN(C)C(=O)Nc1cccc2ccccc12	-1
COc1ccc(-c2cc(C)nc(SCC(=O)Nc3cccc(Cl)c3Cl)n2)cc1	3
CSc1cccc(NC(=O)CSc2nnc(-c3ccco3)n2C)c1	-4
CC(=O)N1c2ccccc2C(=O)C1Sc1nc(C)cc(-c2ccccc2)n1 (stereo unspecified)	25
C[C@@H]1CN([C@@H](C)CO)C(=O)c2cccc(N(C)C)c2O[C@@H]1CN(C)C(=O)NC1CCCCC1	-4
COC(=O)[C@@]1(Cc2ccccc2N=[N+]=[N-])N=C(c2ccc(OCCCO)cc2)O[C@H]1c1ccccc1N=[N+]=[N-]	38
Cc1ccc(C(=O)CC2(O)C(=O)N(CCCC#N)c3ccccc32)o1 (stereo unspecified)	-11
COc1cc2c(cc1OC)C1(Cc3ccc4c(c3C1O)OCO4)N(C)CC2 (stereo unspecified)	10
C[C@H](CO)N1C[C@H](C)[C@@H](CN(C)C(=O)NC2CCCCC2)Oc2ccc(NC(=O)Nc3cccc4ccccc34)cc2C1=O	-6
CC(=O)OCC(=O)[C@@]12OC3(CCCC3)O[C@@H]1CC1C3CCC4=CC(=O)C=C[C@]4(C)[C@@]3(F)[C@@H](O)C[C@@]12C (stereo partly specified)	129*
O=C(NO)c1ccc(C(=O)N/N=C/c2ccccc2C(=O)O)cc1	-10
Cc1ccc(S(=O)(=O)N(C)C[C@@H]2Oc3c(NC(=O)c4cnccn4)cccc3C(=O)N([C@@H](C)CO)C[C@H]2C)cc1	6
Cc1ccc(S(=O)(=O)N(C)C[C@@H]2Oc3ccc(NC(=O)NC4CCCCC4)cc3CC(=O)N([C@H](C)CO)C[C@H]2C)cc1	25
C[C@@H]1CN([C@@H](C)CO)C(=O)Cc2cc(NS(=O)(=O)c3cn(C)cn3)ccc2O[C@@H]1CN(C)Cc1ccccc1	1
C[C@@H]1CN([C@@H](C)CO)C(=O)c2cccc(NC(=O)NC3CCCCC3)c2O[C@@H]1CN(C)C(=O)Nc1cccc2ccccc12	0
O=C(CSCc1cnn(-c2ccccc2)c1-n1cccc1)Nc1ccccc1Br	5
C[C@@H]1CN([C@H](C)CO)C(=O)Cc2cc(NC(=O)CCCCCC(=O)Nc3ccccc3N)ccc2O[C@@H]1CN(C)Cc1ccncc1	-1
C[C@@H]1CN([C@@H](C)CO)C(=O)c2cccc(NC(=O)c3ccncc3)c2O[C@@H]1CN(C)C(=O)Nc1cccc2ccccc12	0
C[C@@H]1CN([C@@H](C)CO)C(=O)Cc2cc(NC(=O)CCC(F)(F)F)ccc2O[C@@H]1CN(C)Cc1ccc(-c2ccccc2)cc1	11
COc1ccccc1CCNC(=O)c1c(-c2c(F)cccc2Cl)noc1C	-4
C=C(C(=O)O)[C@@H]1CC[C@H](C)[C@@H]2CC(=O)C(C)=C2C1	3
C[C@@H]1CN([C@@H](C)CO)C(=O)c2cc(NS(C)(=O)=O)ccc2O[C@H]1CN(C)C	-4
C[C@@H]1CCCCO[C@H](CN(C)Cc2ccc(C(=O)O)cc2)[C@@H](C)CN([C@H](C)CO)C(=O)c2cc(NC(=O)CCC(F)(F)F)ccc2O1	1
O=C(NC(=S)NCC1COc2ccccc2O1)c1ccc(Cl)cc1 (stereo unspecified)	4
NNC(=O)CNc1ccc2c(c1)OCO2	-15
CC(C)NC(=O)Nc1ccc2c(c1)CC(=O)N([C@H](C)CO)C[C@@H](C)[C@H](CN(C)S(C)(=O)=O)O2	9
CCN(CC)C(=S)Sc1ncnc2sc3c(c12)CCCC3	92*
CC1CC(C)CN(S(=O)(=O)c2ccc(F)c(C(=O)Nc3cccc(F)c3)c2)C1 (stereo unspecified)	5
Cc1ccn2c(NC(=O)C(C)(C)Oc3ccc(Cl)cc3)c(-c3ccc(F)cc3)nc2c1	1
CNS(=O)(=O)Cc1ccc2[nH]cc(CCN(C)C)c2c1	-10
COc1ccc(S(=O)(=O)N(C)C[C@H]2Oc3c(NC(=O)Nc4ccc(C(F)(F)F)cc4)cccc3C(=O)N([C@@H](C)CO)C[C@H]2C)cc1	49
Cc1noc(C)c1S(=O)(=O)Nc1cccc2c1O[C@H](CN(C)Cc1ccc(-c3ccccc3)cc1)[C@H](C)CN([C@H](C)CO)C2=O	30
O=C(COc1ccccc1Cl)Nc1ccc2oc(-c3ccc(F)cc3Cl)nc2c1	-2

The list is partial (hit frequency here may not be typical).
